# Screening data as filed in PubChem BioAssay.
# TEAD-YAP block – TEAD-YAP interaction inhibition | HEK-TIYL cells, TEAD-Gal4/YAP UAS-luciferase luminescence | 640,000 tested, 1.4% active | AID 1259422 | inhibition, % at 9.12 µM; in the data active = inhibition above about 32%;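 note: 0% = median of test compound wells and 100% = reference inhibitor wells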
# FBW7 act – activators of human E3 ligase FBW7; Q969H0; AlphaScreen FBW7–phospho-cyclin E peptide binding, activator screen; normalized activity (activation), % at 26.1 µM; 650,000 tested, 0.13% active; AID 1259310; in the data active = normalized activity above about 1.9%;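 note: purified mutant Fbw7 with reduced substrate affinity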
# Target sequence (Q969H0 whole entry, looked up): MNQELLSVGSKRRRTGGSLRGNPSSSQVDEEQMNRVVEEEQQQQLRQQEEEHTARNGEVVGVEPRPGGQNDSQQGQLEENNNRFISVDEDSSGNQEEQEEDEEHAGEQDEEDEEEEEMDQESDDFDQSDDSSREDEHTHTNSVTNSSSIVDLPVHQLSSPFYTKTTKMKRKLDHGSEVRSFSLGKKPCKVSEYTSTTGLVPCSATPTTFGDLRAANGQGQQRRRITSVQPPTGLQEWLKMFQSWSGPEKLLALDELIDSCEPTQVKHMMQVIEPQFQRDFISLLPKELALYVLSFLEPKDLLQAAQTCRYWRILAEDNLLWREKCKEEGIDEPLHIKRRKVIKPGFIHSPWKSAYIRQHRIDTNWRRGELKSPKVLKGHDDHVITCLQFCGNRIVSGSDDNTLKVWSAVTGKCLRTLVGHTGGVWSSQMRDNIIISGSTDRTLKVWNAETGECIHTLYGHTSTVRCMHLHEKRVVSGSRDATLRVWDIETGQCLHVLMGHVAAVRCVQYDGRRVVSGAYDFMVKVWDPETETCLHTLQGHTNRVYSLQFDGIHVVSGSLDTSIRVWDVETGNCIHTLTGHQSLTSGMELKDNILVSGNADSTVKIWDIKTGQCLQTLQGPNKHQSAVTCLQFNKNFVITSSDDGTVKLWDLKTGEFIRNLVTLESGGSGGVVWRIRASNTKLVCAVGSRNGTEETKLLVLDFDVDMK
# GPR151 activ – activates the human receptor GPR151 | Q8TDV0 | PathHunter beta-arrestin GPR151 cells, luminescence | activation, % at 11.2 µM | 650,000 tested, 1% active | AID 1508602; in the data active = activation above about 4.9%;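 note: 0% = median of compound wells and 100% = cells with positive control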
# Target sequence (Q8TDV0 whole entry, looked up): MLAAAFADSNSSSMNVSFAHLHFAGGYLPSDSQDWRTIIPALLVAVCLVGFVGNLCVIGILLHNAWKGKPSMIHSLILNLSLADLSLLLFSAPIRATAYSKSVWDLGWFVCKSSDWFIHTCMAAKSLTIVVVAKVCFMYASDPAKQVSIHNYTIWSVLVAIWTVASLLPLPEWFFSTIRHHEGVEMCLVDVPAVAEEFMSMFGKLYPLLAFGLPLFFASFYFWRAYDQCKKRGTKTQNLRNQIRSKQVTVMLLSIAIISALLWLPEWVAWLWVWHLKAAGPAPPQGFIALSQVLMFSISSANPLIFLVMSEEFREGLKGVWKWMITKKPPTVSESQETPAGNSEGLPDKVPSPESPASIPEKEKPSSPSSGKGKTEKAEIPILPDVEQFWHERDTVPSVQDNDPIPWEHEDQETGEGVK
# MITF inh – blocks human microphthalmia-associated transcription factor. O75030. AlphaScreen MITF homodimerization, bead proximity signal. inhibition, % at 2.6 µM. 650,000 tested, 0.91% active. AID 1259374; in the data active = inhibition above about 50%;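 note: 0% = vehicle wells with protein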
# * marks the source's active call; other numbers are inactive results.
# Order of values – GPR151 activ | FBW7 act | TEAD-YAP block | MITF inh
CCC(C(=O)NCc1ccccn1)n1c(C)c2cnn(-c3ccccc3)c(=O)c2c1C (configuration not stated)
  3.1 | -0.4 | 4 | 9
O=C(CSc1c[nH]c2ccccc12)Nc1ccc(F)cc1
  -0.1 | 0.1 | 5 | -8
Cc1cc(CNC(=O)CC2C(=O)NCCN2Cc2cccc(F)c2)nn1C (configuration not stated)
  -1.0 | 0.1 | 6 | 3
COC(=O)/C=C/CSC1=N/C(=C/c2ccc(-n3cncn3)cc2)C(=O)N1
  -0.4 | -0.1 | 2 | -19
O=C(CCCn1cc([N+](=O)[O-])cn1)Nc1cccc(C(F)(F)F)c1
  2.5 | -0.1 | 1 | 9
O=C(CC(c1ccccc1)c1cc(Cl)ccc1O)NCc1ccco1 (configuration not stated)
  0.5 | 0.2 | 7 | 6
COc1ccc(CCNC(=O)c2ccc(-c3ccc(OC)cc3)s2)cc1
  -6.4 | -0.1 | -1 | 7
COc1ccc(-c2nc3ccc(C(=O)O)cc3nc2-c2ccc(OC)cc2)cc1
  -0.1 | 0.1 | 12 | -2
N#Cc1ccccc1NC(=O)CSc1nc(-c2ccccc2)cs1
  -8.4 | 0.0 | -9 | 8
CC(CC(=O)O)CC(=O)Nc1nncs1 (configuration not stated)
  -0.1 | 0.0 | 2 | -4
COCCN1CCC(CNCc2c(C(=O)N3CCCCC3)nc3c(C)cccn23)C1 (configuration not stated)
  1.5 | -0.1 | 1 | 1
CCOC(CNC(=O)c1ccc2c(c1)ncn2-c1cccc(F)c1)OCC
  2.1 | 0.1 | -15 | -4
CC1CCCN(C(=O)CCNS(=O)(=O)c2ccc3c(c2)c(=O)n(C)c(=O)n3C)C1 (configuration not stated)
  -0.7 | 0.1 | 1 | 15
COCCSc1nnc(NC(=O)c2ccc(C(C)(C)C)cc2)s1
  -0.3 | -0.1 | -4 | 4
CCc1nnc(NC(=O)CSc2nc(-c3ccccc3)cc(-c3ccc(OC)cc3)c2C#N)s1
  -0.7 | -0.1 | -6 | -4
O=C(CCCn1c(=S)[nH]c2cc3c(cc2c1=O)OCO3)NCc1ccccc1
  -1.0 | 1.1 | 4 | 16
COCCN(C)C(=O)C1CCN(c2nc(C)c3cc(C)ccc3n2)CC1
  0.2 | 0.1 | 5 | 6
Cc1c(Cl)c([N+](=O)[O-])nn1CC(=O)NC(C)c1ccccc1 (configuration not stated)
  -1.3 | -0.2 | 8 | -9
CCC/C(=N/NC(=O)c1cccnc1)c1ccc(OC)cc1
  -0.1 | -0.1 | -13 | -8
CC(C)Sc1nc(C2CC2)nc2c1c(=O)n(C)c(=O)n2C
  -0.9 | 0.0 | 0 | 8
CCOC(=O)C1=C(C)N=c2s/c(=C/c3ccc(N(CC)CC)o3)c(=O)n2C1c1cc(OC)ccc1OC (configuration not stated)
  0.7 | -0.1 | 6 | 6
COC(=O)Nc1sccc1C(=O)Nc1sccc1C(=O)OC
  -0.6 | 0.2 | -10 | 6
CCc1cccc(OCC(=O)Nc2cc(OC)c(OC)cc2C(=O)O)c1
  -1.5 | -0.2 | -3 | -10
CC(=O)OCC(=O)c1ccc(Oc2ccc([N+](=O)[O-])cc2)cc1
  1.4 | -0.1 | -6 | 20
O=C(COC(=O)c1cc(O)c(O)c(O)c1)Nc1ccc(Br)cc1F
  0.8 | -0.6 | -13 | -25
CC(=O)Nc1nc2cc3sc(NC(C)=O)nc3cc2s1
  0.6 | 0.0 | -39 | 6
CSc1ccc(C2C(C#N)=C(N)N(c3sc4c(c3C#N)CCCCC4)C3=C2C(=O)CC(C)(C)C3)cc1 (configuration not stated)
  0.1 | 0.0 | -3 | -4
CC(=O)Nc1ccccc1NC(=O)c1ccc(Br)cc1
  -0.7 | 0.1 | 0 | -14
CC(C)c1ccc(/C=C2/C(=N)N3C(=NC2=O)SN=C3S(C)(=O)=O)cc1
  1.2 | 0.0 | -1 | -9
O=c1[nH]c2nnc(Nc3ccccc3)n2c2sc3c(c12)CCCC3
  -0.3 | 0.0 | 12 | 16
CCN(CC)c1nc(Nc2ccncn2)nc(NC2CCN(Cc3ccccc3)CC2)n1
  3.0 | 0.0 | -13 | 8
Cc1ccc(NC(=O)CN(C2=NC3CS(=O)(=O)CC3S2)c2ccccc2)cc1F (configuration not stated)
  -0.7 | -0.1 | 9 | 20
CC1=NN(c2ccccc2)C(=O)/C1=C\c1cc2cc(C)ccc2nc1N1CCOCC1
  0.3 | -1.0 | -4 | 4
COc1ccccc1/C=C1\N=C(c2ccc(OC)c(OC)c2)N(c2ccc(C)c(C)c2)C1=O
  -0.4 | 0.1 | -8 | -7
Cc1ncc2c(c1CNC(=O)Cn1ccnc1)CCN(C(=O)c1c(F)ccc(F)c1F)C2
  -0.2 | 0.0 | 5 | 6
O=C1CCCN1CCCNc1nc(Nc2ccc3ncccc3c2)nc2c1ncn2CCN1CCCC1=O
  -1.6 | -0.1 | -5 | 4
CN(Cc1ccccc1)C(=O)c1cc(N2C(=O)C3C4CCC(C4)C3C2=O)ccc1Cl (configuration not stated)
  1.8 | -0.1 | 2 | -3
COc1ccc(NC(=O)c2ccc(OC)c(S(=O)(=O)N3CCOCC3)c2)cc1
  -0.4 | 0.0 | 8 | 1
COCc1ccc(C(=O)NCc2c(C)ncc3c2CCN(C(=O)c2cccc(C)c2)C3)o1
  -1.2 | -0.1 | 4 | -1
COc1cc(/C=N/NC(=O)CNC(=O)c2ccco2)cc([N+](=O)[O-])c1O
  -1.1 | 0.0 | -5 | -10
COc1cc(NC(=O)C2CC(c3ccccc3F)=NO2)cc(OC)c1OC (configuration not stated)
  0.0 | 0.7 | 2 | 2
COc1ccccc1C1NC(=O)NC(C)=C1C(=O)Nc1ccc(C)c(C)c1 (configuration not stated)
  -0.7 | 0.0 | 10 | 1
Cn1nc(CC(=O)Nc2cccc(F)c2)c2ccccc2c1=O
  -2.0 | 0.1 | 34* | 18
COc1ccc(S(=O)(=O)Oc2ccc(Cl)c3cccnc23)cc1
  3.1 | 0.3 | 20 | 0
CCc1ccc(-n2c(-c3ccccc3)cn3c4c(=O)n(CC(N)=O)c(=O)n(C)c4nc23)cc1
  -1.9 | -0.1 | 5 | 11
COc1cc(C)nc(Nc2nc(C)c3ccc(C)cc3n2)n1
  -0.6 | -0.2 | -14 | 1
CC1CCCN(CCCN2C(=O)C3C(C(=O)Nc4ccc(C(C)C)cc4)C4C=CC3(O4)C2C(=O)NC2CCCCC2)C1 (configuration not stated)
  0.3 | -0.1 | 0 | 2
CCN(CC)c1ccc(/C=C2\SC(N3CC(C)OC(C)C3)=NC2=O)cc1 (configuration not stated)
  -1.0 | 0.3 | -4 | 21
Nn1c(SCC(=O)N2CCc3ccccc3C2)nnc1C1CCCCC1
  0.4 | -0.2 | 9 | -1
O=C(O)COc1c(I)cc(Cl)c2cccnc12
  2.3 | 0.0 | 9 | -14
Cc1ccc(N2C(=O)NC(=O)C2C)cc1 (configuration not stated)
  -0.5 | -0.1 | -13 | 0
CC(C(=O)c1ccccc1)C1(O)C(=O)Nc2ccccc21 (configuration not stated)
  -0.4 | 0.2 | -1 | 8
C[C@@H](Cn1nnc2ccccc21)NC(=O)Cc1ccccn1
  -0.6 | 0.0 | 4 | 7
Cc1ccc(Cn2c(-c3cccs3)noc2=O)cc1
  -1.4 | 0.0 | -5 | -10
O=C(O)CC1(O)C(=O)N(Cc2ccccc2)c2ccccc21 (configuration not stated)
  0.2 | -0.2 | -7 | -15
COc1ccc(C2(O)CCN(CC(=O)Nc3nc(C)c(C)s3)CC2)cc1
  -2.3 | 0.2 | -5 | -8
CCc1ccc(NC(=O)c2ccccc2NC(=O)C2CCCO2)cc1 (configuration not stated)
  0.3 | 0.1 | -42 | 5
O=C1C2C3CCC(C3)C2C(=O)N1c1ccc(Oc2ccc(Cl)cc2Cl)cc1 (configuration not stated)
  -0.6 | 0.1 | -3 | 5
CC(=O)Nc1ccccc1CCCC(=O)O
  0.6 | 0.0 | 3 | 6
Cc1cc(Cl)ccc1NC(=O)CCC(=O)N/N=C/C=C/c1ccccc1
  -1.0 | 0.1 | 0 | 18

# Sorted by molecular weight (low to high): part of the list above.
# Order of values – GPR151 activ | FBW7 act | TEAD-YAP block | MITF inh
Cc1ccc(N2C(=O)NC(=O)C2C)cc1 (configuration not stated)
  -0.5 | -0.1 | -13 | 0
CC(=O)Nc1ccccc1CCCC(=O)O
  0.6 | 0.0 | 3 | 6
Cc1ccc(Cn2c(-c3cccs3)noc2=O)cc1
  -1.4 | 0.0 | -5 | -10
COc1cc(C)nc(Nc2nc(C)c3ccc(C)cc3n2)n1
  -0.6 | -0.2 | -14 | 1
Cn1nc(CC(=O)Nc2cccc(F)c2)c2ccccc2c1=O
  -2.0 | 0.1 | 34* | 18
CCc1ccc(NC(=O)c2ccccc2NC(=O)C2CCCO2)cc1 (configuration not stated)
  0.3 | 0.1 | -42 | 5
COc1ccc(S(=O)(=O)Oc2ccc(Cl)c3cccnc23)cc1
  3.1 | 0.3 | 20 | 0
COc1cc(/C=N/NC(=O)CNC(=O)c2ccco2)cc([N+](=O)[O-])c1O
  -1.1 | 0.0 | -5 | -10
COc1ccccc1C1NC(=O)NC(C)=C1C(=O)Nc1ccc(C)c(C)c1 (configuration not stated)
  -0.7 | 0.0 | 10 | 1
COc1ccc(C2(O)CCN(CC(=O)Nc3nc(C)c(C)s3)CC2)cc1
  -2.3 | 0.2 | -5 | -8
CN(Cc1ccccc1)C(=O)c1cc(N2C(=O)C3C4CCC(C4)C3C2=O)ccc1Cl (configuration not stated)
  1.8 | -0.1 | 2 | -3
COCc1ccc(C(=O)NCc2c(C)ncc3c2CCN(C(=O)c2cccc(C)c2)C3)o1
  -1.2 | -0.1 | 4 | -1

# The list goes on.
# Order of values – GPR151 activ | FBW7 act | TEAD-YAP block | MITF inh
COC(=O)Cc1c(C)nc2nc(NCc3ccc(F)cc3)[nH]n2c1=O
  1.0 | -0.1 | 8 | 4
Cc1cc(C)nc(N2CCN(C(=O)Nc3ccc(F)cc3)CC2)n1
  -0.2 | 0.1 | 0 | 9
CN1CCCN(Cn2ncn(C)c2=S)CC1
  1.1 | 0.0 | 14 | 2
CCCCNS(=O)(=O)c1ccc2nc(SCC(=O)c3ccccc3OC)[nH]c2c1
  -1.2 | 0.0 | 3 | -9
COc1ccc(CN2CCc3nnc(C(CC(C)C)NC(C)=O)n3CC2)cc1C (configuration not stated)
  -0.7 | 0.1 | -6 | 2
COCC(=O)NNC(=S)Nc1ccc(Cl)c(Cl)c1
  1.0 | 0.0 | -7 | -26
CCOC(=O)C1=C(C)N=c2s/c(=C\c3ccc(O)c(OCC)c3)c(=O)n2C1c1ccc(OC)cc1 (configuration not stated)
  0.9 | 0.1 | 5 | -11
Cc1cc(C(=O)COC(=O)CNC(=O)c2sc3ccccc3c2Cl)c(C)n1C
  -2.3 | 0.1 | -2 | 14
FC(F)(F)c1cccc(-c2noc(CN3CCOCC3)n2)c1
  2.2 | -0.1 | -7 | -5
CC(C(=O)Nc1ccc(F)c(F)c1)N1CCN(C)CC1 (configuration not stated)
  -2.5 | 0.1 | -15 | 37
Cc1ccc(-n2nc3c(c2NC(=O)c2ccc(Cl)cc2)CS(=O)(=O)C3)cc1
  2.0 | 0.5 | 13 | 5
O=C(c1cccc2c1C(=O)N(Cc1cccnc1)C2)N1CCN(c2ccccc2)CC1
  -0.2 | -0.2 | 3 | -4
CC(NC(=O)CCc1ccccc1)c1nnc2n1CCN(C/C=C/c1ccccc1)CC2 (configuration not stated)
  -0.6 | 0.0 | 11 | 14
CC(C)n1cnc2c(NCc3cccnc3)nc(NC3CCN(Cc4ccccc4)CC3)nc21
  0.9 | -0.1 | -2 | 8
CC1CCN(CC(CS(=O)(=O)c2ccc([N+](=O)[O-])cc2)N2CCC(C)CC2)CC1 (configuration not stated)
  -0.4 | 0.0 | -7 | 5
CCOc1ccc(C2C(C#N)=C(N)N(c3cccc([N+](=O)[O-])c3)C3=C2C(=O)CC(C)(C)C3)cc1 (configuration not stated)
  0.5 | 0.0 | -5 | 7
COc1cc(CO)ccc1Oc1nc([N+](=O)[O-])nn1C
  -0.2 | 0.3 | -1 | 2
CCc1cc(C(=O)NCc2c(C)ncc3c2CCN(C(=O)CN2CCCC2)C3)no1
  1.7 | 0.2 | -5 | 13
O=C(CSc1nnc(Cc2ccccc2)n1CCc1ccccc1)NC1CC1
  -0.3 | -0.1 | -9 | 1
CCC1CCc2c(sc(NC(=O)C(Sc3ccccc3)c3ccccc3)c2C#N)C1 (configuration not stated)
  0.8 | 0.0 | 2 | 12
CN(C)S(=O)(=O)c1ccc(NC(=O)c2ccccc2S(C)(=O)=O)cc1
  0.7 | -0.2 | 6 | 3
CC1=C(C(=O)N2CCOCC2)C(c2ccc(Cl)c(Cl)c2)NC(=O)N1 (configuration not stated)
  2.4 | -0.2 | 0 | 7
COc1ccc2nc(NC(=O)C3CC(=O)N(c4ccccc4)C3)sc2c1 (configuration not stated)
  0.8 | 0.6 | 11 | 1
CC1CCN(S(=O)(=O)c2cc(C(=O)Oc3cccc(NC(=O)c4ccccc4)c3)c(Cl)cc2Cl)CC1
  0.3 | -0.1 | -2 | -5
CN1CCN(c2ccc(NC(=O)Cc3ccccc3)cc2Cl)CC1
  0.1 | 0.1 | 5 | -6
O=C(/C=C/NNC(=O)c1ccc(Br)cc1)c1ccccc1
  0.1 | 0.1 | 11 | -4
Cc1cc(C)cc(OCC(=O)N/N=C/c2ccc(Br)o2)c1
  0.0 | 0.2 | -6 | 2
Oc1oc(-c2cccc3ccccc23)nc1/C=N/c1nc2ccc(Br)cc2s1
  -1.8 | 0.2 | -11 | -1
CC[C@@H](O)C(=O)N1CCCN(S(=O)(=O)c2cccc3cnccc23)CC1
  0.1 | 0.1 | -2 | -22
CN(C)CCCN(C(=O)/C=C/c1cccs1)c1nc2ccccc2s1
  1.6 | -0.1 | 1 | -2
